Screens: PubChem BioAssay, Johns Hopkins Ion Channel Center
TMEM16A act: activators or potentiators of mouse TMEM16A chloride channel | Q8BHY3 | HEK293 TMEM16A/YFP-H148Q/I152L, iodide quench fluorescence; active compounds read low | B-score at 10 µM | 340,000 tested, 0.3% active | AID 623877;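 active = fluorescence-ratio B-score plate-corrected deviation score at least 3 library SD below zero, with starting fluorescence score within 5 deviations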;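 also: channel opened by trigger with iodide after compound preincubation; score built on the fluorescence ratio of max minus min over baseline; more negative score means more quench and so TMEM16A activation or potentiation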
RGS4 pot: RGS4 potentiation or activation. 310,000 tested, 0.92% active. B-score at 10 µM. HEK293 M3R/inducible RGS4, carbachol calcium flux Fluo4; active compounds read low. AID 463111;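 active = B-score of the integrated calcium signal more than 4 SD below the library mean, with starting fluorescence not abnormally high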;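 also: negative B-score means reduced calcium response which marks RGS4 activation or potentiation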
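Test system: HEK293 cells with stable M3R and inducible RGS4; also added: carbachol at ECmax as muscarinic agonist stimulus; schedule: dye loading 30 min 37 °C, buffer rest 30 min RT; technique: kinetic calcium fluorescence imaging with Fluo4-AM dye, 2 µM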
MrgX1 allo act: allosterically activates human MrgX1 receptor signaling | Q96LB2 | MrgX1-HEK293, Fluo-4 calcium flux, FDSS; active compounds read high | B-score at 10 µM | 310,000 tested, 0.63% active;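 active = plate-corrected calcium response at least 3 library SD above typical, normal starting fluorescence, not activating the receptor alone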;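 also: compound read alongside a low EC10 to EC30 dose of BAM8-22 agonist; peak minus trough fluorescence over baseline measured at the second addition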
Target sequence (Q96LB2 whole entry, looked up): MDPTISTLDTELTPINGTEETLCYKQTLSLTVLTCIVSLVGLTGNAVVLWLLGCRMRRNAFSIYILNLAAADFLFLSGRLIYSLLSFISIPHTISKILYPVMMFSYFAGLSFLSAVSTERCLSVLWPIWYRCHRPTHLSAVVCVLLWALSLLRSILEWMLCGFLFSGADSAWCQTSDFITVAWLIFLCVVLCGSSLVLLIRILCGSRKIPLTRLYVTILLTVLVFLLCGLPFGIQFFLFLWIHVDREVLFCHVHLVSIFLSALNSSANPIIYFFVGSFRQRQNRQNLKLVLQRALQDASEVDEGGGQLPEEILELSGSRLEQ
KCNK3 inh: human KCNK3 channel inhibition, primary screen | O14649 | CHO-KCNK3 thallium flux, FluxOR fluorescence; active compounds read low | B-score at 10 µM | 340,000 tested, 0.84% active | AID 602410;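 active = B-score under library mean minus 4 SD, starting fluorescence ratio at most library mean plus 5 SD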;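 also: more negative B-score means stronger inhibition of thallium flux through KCNK3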
Target sequence (O14649 whole entry, looked up): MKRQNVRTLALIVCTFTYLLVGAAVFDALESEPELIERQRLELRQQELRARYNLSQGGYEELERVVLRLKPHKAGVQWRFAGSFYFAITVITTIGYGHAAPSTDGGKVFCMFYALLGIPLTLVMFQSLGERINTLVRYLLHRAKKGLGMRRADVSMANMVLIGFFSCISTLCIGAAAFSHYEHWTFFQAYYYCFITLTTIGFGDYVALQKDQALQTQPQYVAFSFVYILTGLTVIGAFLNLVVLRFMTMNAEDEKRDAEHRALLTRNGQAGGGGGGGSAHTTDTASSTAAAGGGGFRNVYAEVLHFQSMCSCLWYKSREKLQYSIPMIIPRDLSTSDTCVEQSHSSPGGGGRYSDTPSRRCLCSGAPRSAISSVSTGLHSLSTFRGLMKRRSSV
KCNQ1 inh: inhibitors of human KCNQ1 potassium channel; B-score at 10 µM; CHO-K1 KCNQ1, FluxOR thallium flux fluorescence; active compounds read high; 310,000 tested, 1.3% active; P51787;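 active = compounds whose thallium flux B-score, printed positive for inhibition, exceeds three library SD while starting fluorescence stays within three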;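 also: channel opened by potassium depolarization with thallium stimulus after 20 min compound exposure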
KCNK9 inh: human KCNK9 channel inhibition. Q9NPC2. HEK293 KCNK9, FluxOR thallium flux fluorescence; active compounds read low. B-score at 10 µM. 310,000 tested, 1.2% active. AID 488922;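 active = ratio B-score over 3 SD below the library mean, with starting fluorescence within 5 SD of its mean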;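 also: negative B-score means less thallium flux so channel inhibition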
Target sequence (Q9NPC2 whole entry, looked up): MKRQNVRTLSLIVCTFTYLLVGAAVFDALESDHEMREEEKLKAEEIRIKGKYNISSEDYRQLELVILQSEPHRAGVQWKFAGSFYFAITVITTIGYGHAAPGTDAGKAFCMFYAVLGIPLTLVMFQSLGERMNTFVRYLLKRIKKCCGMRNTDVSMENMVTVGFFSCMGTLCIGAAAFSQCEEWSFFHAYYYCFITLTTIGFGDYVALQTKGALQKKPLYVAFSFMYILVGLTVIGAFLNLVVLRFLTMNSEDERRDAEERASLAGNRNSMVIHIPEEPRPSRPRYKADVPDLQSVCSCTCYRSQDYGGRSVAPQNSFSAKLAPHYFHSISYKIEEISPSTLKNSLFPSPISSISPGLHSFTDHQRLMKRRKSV
RGS4 inh: inhibitors of human RGS4. AID 463165. 310,000 tested, 0.45% active. HEK293 M3R/RGS4 inducible, Fluo-4 calcium flux; active compounds read high; triggered by carbachol at its EC20. P49798. B-score at 10 µM;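 active = B-score, a plate-corrected calcium signal, over three deviations above library mean, with baseline fluorescence within five deviations of library mean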;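 also: RGS4 expression induced by doxycycline in cells with stable M3 receptor; B-score is computed from the integrated fluorescence ratio over baseline after carbachol; higher B-score means a larger calcium signal and so more RGS4 inhibition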
hERG rescue: shields human hERG channel from block by proarrhythmic agents; Q12809; CHO-hERG, FluxOR thallium flux, dofetilide IC70 present; activation (rescue from dofetilide block), less the hit threshold, % at 10 µM; 310,000 tested, 0.51% active; AID 1511;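 active = activation above the mean of controls blocked by dofetilide plus 5 SD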;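 also: thallium influx through hERG after potassium depolarization seen as dye fluorescence rise; in these data hits start at about 4.7%; inactives centre near -7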
MrgX1 ag: human MrgX1 receptor agonism, primary screen; Q96LB2; MrgX1-HEK293 cells, Fluo-4 calcium fluorescence, agonist mode; active compounds read high; B-score at 10 µM; 310,000 tested, 0.44% active;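 active = calcium response B-score plate-corrected fluorescence ratio at least 3 library SD, with starting fluorescence B-score inside 5 SD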
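times = overnight plating, then 30 min 37 °C plus 30 min room-temperature dye loading | assay system = stable human MrgX1 HEK293 cell line | input = fifteen thousand cells per well | signal = kinetic calcium dye fluorescence, Fluo-4 NW | dosing = compound delivered in addition one of three | read-out = B-scored fluorescence response ratio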
KCNQ1 act: potentiators or activators of human KCNQ1 potassium channel; P51787; 310,000 tested, 0.35% active; B-score at 10 µM; CHO-K1 KCNQ1, thallium flux FluxOR fluorescence; active compounds read high;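 active = fluorescence ratio B-score, a plate-corrected score, at least three library SD, with initial intensity B-score within 5 SD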
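Assay system: stable KCNQ1 CHO-K1 line; medium: assay buffer, equal DMSO in all wells; timing: 90 min dye loading and 20 min compound exposure, both at room temperature; technique: kinetic FluxOR thallium fluorescence, 10-s 1-Hz baseline, 110-s post-stimulus read; read-out basis: B score of baseline-normalized fluorescence ratio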
ANO1 block: inhibitors of mouse TMEM16A calcium-activated chloride channel; Q8BHY3; AID 588511; normalized B-score (activity score, 25-100; higher = stronger inhibition) at 10 µM; 310,000 tested, 1.2% active; HEK293 TMEM16A/YFP iodide influx fluorescence, ionomycin;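 active = ratio plate-corrected score three or more library SD toward inhibition, starting fluorescence score within five deviations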;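 also: score derived from kinetic fluorescence span divided by baseline fluorescence per well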
* hit, by the source's call. Outcome played no part in choosing rows; about 6.3% have a hit in one of these screens.

`CSc1ccc(C2NN=C(c3ccccc3)S2)cc1` (centres undefined) gave TMEM16A act inactive, RGS4 pot inactive, MrgX1 allo act inactive, KCNK3 inh inactive, KCNQ1 inh inactive, KCNK9 inh inactive, RGS4 inh inactive, hERG rescue 15*, MrgX1 ag inactive, KCNQ1 act inactive and ANO1 block inactive.
For O=C1c2ccc(Br)cc2C(=O)N1c1ccc(Cc2ccncc2)cc1 the results were TMEM16A act inactive, RGS4 pot inactive, KCNK3 inh inactive, KCNQ1 inh 15*, KCNK9 inh inactive, RGS4 inh inactive, hERG rescue -10 and KCNQ1 act inactive.
For CN1CCN(C(=O)CNc2ccc(C(F)(F)F)cc2[N+](=O)[O-])CC1 the results were TMEM16A act inactive, RGS4 pot inactive, MrgX1 allo act inactive, KCNK3 inh inactive, KCNQ1 inh inactive, KCNK9 inh inactive, RGS4 inh inactive, hERG rescue -11, MrgX1 ag inactive, KCNQ1 act inactive and ANO1 block inactive.
Screening O=C(Nc1ccc(S(=O)(=O)N2CCCCC2)cc1)C1CC(=O)N(Cc2ccccc2)C1 (centres undefined) returned TMEM16A act inactive, RGS4 pot inactive, MrgX1 allo act inactive, KCNK3 inh inactive, KCNQ1 inh inactive, KCNK9 inh inactive, RGS4 inh inactive, hERG rescue -11, MrgX1 ag inactive, KCNQ1 act inactive and ANO1 block inactive.
For CCOc1cc(C2c3c(n[nH]c3C)C(=O)N2c2ccc(C)cc2)ccc1O (centres undefined) the results were TMEM16A act inactive, RGS4 pot inactive, MrgX1 allo act inactive, KCNK3 inh inactive, KCNQ1 inh inactive, KCNK9 inh inactive, RGS4 inh inactive, hERG rescue -4, MrgX1 ag inactive, KCNQ1 act inactive and ANO1 block inactive.
`Cn1c(N=Nc2ccccc2)nc2ccccc21` gave TMEM16A act inactive, RGS4 pot inactive, MrgX1 allo act inactive, KCNK3 inh inactive, KCNQ1 inh inactive, KCNK9 inh inactive, RGS4 inh inactive, hERG rescue -8, MrgX1 ag inactive, KCNQ1 act inactive and ANO1 block inactive.
O=C(CCNC(=O)c1ccccc1Cl)NNC(=O)c1ccccc1O was read as TMEM16A act inactive, RGS4 pot inactive, MrgX1 allo act inactive, KCNK3 inh inactive, KCNQ1 inh inactive, KCNK9 inh inactive, RGS4 inh inactive, hERG rescue -12, MrgX1 ag inactive, KCNQ1 act inactive and ANO1 block inactive.
For FC(F)(F)c1n[nH]c(=S)n1/N=C/c1ccco1 the results were TMEM16A act inactive, RGS4 pot inactive, MrgX1 allo act inactive, KCNK3 inh inactive, KCNQ1 inh inactive, KCNK9 inh inactive, RGS4 inh inactive, hERG rescue -13, MrgX1 ag inactive, KCNQ1 act inactive and ANO1 block inactive.
Screening COC(=O)CN(c1cc(OC)ccc1OC)S(=O)(=O)c1ccc(OC)c(OC)c1 returned TMEM16A act inactive, RGS4 pot inactive, MrgX1 allo act inactive, KCNK3 inh inactive, KCNQ1 inh inactive, KCNK9 inh inactive, RGS4 inh inactive, hERG rescue -5, MrgX1 ag inactive, KCNQ1 act inactive and ANO1 block inactive.
`CCc1cccc(NC(=O)c2sc3nc4n(c(=O)c3c2C)CCC4)c1` gave TMEM16A act inactive, RGS4 pot inactive, MrgX1 allo act inactive, KCNK3 inh inactive, KCNQ1 inh inactive, KCNK9 inh inactive, RGS4 inh inactive, hERG rescue -8, MrgX1 ag inactive, KCNQ1 act inactive and ANO1 block inactive.
CCCCN1C(=O)C(=O)N(CC(=O)c2ccc[nH]2)C1=O was read as TMEM16A act inactive, RGS4 pot inactive, MrgX1 allo act inactive, KCNK3 inh inactive, KCNQ1 inh inactive, KCNK9 inh inactive, RGS4 inh inactive, hERG rescue -14, MrgX1 ag inactive, KCNQ1 act inactive and ANO1 block inactive.
For Cc1ccc2[nH]c(=O)c(C(c3nnnn3CC3CCCO3)N3CCOCC3)cc2c1 (centres undefined) the results were TMEM16A act inactive, RGS4 pot inactive, MrgX1 allo act inactive, KCNK3 inh inactive, KCNQ1 inh inactive, KCNK9 inh inactive, RGS4 inh inactive, hERG rescue -22, MrgX1 ag inactive, KCNQ1 act inactive and ANO1 block inactive.
Cc1cccc(N=C2NC(=O)/C(=C/C=C/c3ccco3)S2)c1C was read as TMEM16A act inactive, RGS4 pot inactive, MrgX1 allo act inactive, KCNK3 inh inactive, KCNQ1 inh inactive, KCNK9 inh inactive, RGS4 inh inactive, hERG rescue -11, MrgX1 ag inactive, KCNQ1 act inactive and ANO1 block inactive.
Screening COC(=O)c1ccc(Oc2c(F)c(F)nc(N3CCOCC3)c2F)cc1 returned TMEM16A act inactive, RGS4 pot inactive, MrgX1 allo act inactive, KCNK3 inh inactive, KCNQ1 inh inactive, KCNK9 inh inactive, RGS4 inh inactive, hERG rescue -7, MrgX1 ag inactive, KCNQ1 act inactive and ANO1 block inactive.
`O=C(COC(=O)c1cccc(-n2cnnn2)c1)c1ccc(F)cc1` gave TMEM16A act inactive, RGS4 pot inactive, MrgX1 allo act inactive, KCNK3 inh inactive, KCNQ1 inh inactive, KCNK9 inh inactive, RGS4 inh inactive, hERG rescue -10, MrgX1 ag inactive, KCNQ1 act inactive and ANO1 block inactive.
Screening COCCCNC(=O)C1CCN(C(=O)c2cc3sccc3n2Cc2ccc(F)cc2)CC1 returned TMEM16A act inactive, RGS4 pot inactive, MrgX1 allo act inactive, KCNK3 inh inactive, KCNQ1 inh inactive, KCNK9 inh inactive, RGS4 inh inactive, hERG rescue -4, MrgX1 ag inactive, KCNQ1 act inactive and ANO1 block inactive.
For COc1ccc(C(Nc2ccc(S(=O)(=O)NCC3CCCO3)cc2)C(=O)NC(C)(C)C)cc1OC (centres undefined) the results were TMEM16A act inactive, RGS4 pot inactive, MrgX1 allo act inactive, KCNK3 inh inactive, KCNQ1 inh inactive, KCNK9 inh inactive, RGS4 inh inactive, hERG rescue -4, MrgX1 ag inactive, KCNQ1 act inactive and ANO1 block inactive.
`CC(=O)c1ccc(NC(=S)NCc2ccc(Cl)cc2Cl)cc1` gave TMEM16A act inactive, RGS4 pot inactive, MrgX1 allo act inactive, KCNK3 inh inactive, KCNQ1 inh inactive, KCNK9 inh inactive, RGS4 inh inactive, hERG rescue -19, MrgX1 ag inactive, KCNQ1 act inactive and ANO1 block inactive.
Cn1nc(-c2ccccc2)c(CSc2ccccc2Cl)c1Cl was read as TMEM16A act inactive, RGS4 pot inactive, MrgX1 allo act inactive, KCNK3 inh inactive, KCNQ1 inh inactive, KCNK9 inh -7.6*, RGS4 inh inactive, hERG rescue -4, MrgX1 ag inactive, KCNQ1 act inactive and ANO1 block inactive.
`CCCN(CC(=O)Nc1ccc(C(C)=O)cc1)CC(=O)Nc1ccccc1C` gave TMEM16A act inactive, RGS4 pot inactive, MrgX1 allo act inactive, KCNK3 inh inactive, KCNQ1 inh inactive, KCNK9 inh inactive, RGS4 inh inactive, hERG rescue -15, MrgX1 ag inactive, KCNQ1 act inactive and ANO1 block inactive.
For O=C(CSc1nc2[nH]ncc2c(=O)[nH]1)Nc1ccc(OC(F)(F)F)cc1 the results were TMEM16A act inactive, RGS4 pot inactive, MrgX1 allo act inactive, KCNK3 inh inactive, KCNQ1 inh inactive, KCNK9 inh inactive, RGS4 inh inactive, hERG rescue -8, MrgX1 ag inactive, KCNQ1 act inactive and ANO1 block inactive.
For Cc1ccccc1Cn1c(=O)c2c(nc3n2CCCN3Cc2ccccc2)n(C)c1=O the results were TMEM16A act inactive, RGS4 pot inactive, MrgX1 allo act inactive, KCNK3 inh inactive, KCNQ1 inh inactive, KCNK9 inh inactive, RGS4 inh inactive, hERG rescue -5, MrgX1 ag inactive, KCNQ1 act inactive and ANO1 block inactive.
Cc1csc(NC(=O)CSc2ncnc3ccccc23)n1 was read as TMEM16A act inactive, RGS4 pot inactive, MrgX1 allo act inactive, KCNK3 inh inactive, KCNQ1 inh inactive, KCNK9 inh inactive, RGS4 inh inactive, hERG rescue -10, MrgX1 ag inactive, KCNQ1 act inactive and ANO1 block inactive.
Screening C/C(CC(=O)N(C(C)C)C(C)C)=N\NC(=O)COc1ccc(Cl)cc1Cl returned TMEM16A act inactive, RGS4 pot inactive, MrgX1 allo act inactive, KCNK3 inh inactive, KCNQ1 inh inactive, KCNK9 inh inactive, RGS4 inh inactive, hERG rescue -18, MrgX1 ag inactive, KCNQ1 act inactive and ANO1 block inactive.
CC1CCN(C(=O)CCCC(=O)N2CCC(C)CC2)CC1 was read as TMEM16A act inactive, RGS4 pot inactive, MrgX1 allo act inactive, KCNK3 inh inactive, KCNQ1 inh inactive, KCNK9 inh inactive, RGS4 inh inactive, hERG rescue -6, MrgX1 ag inactive, KCNQ1 act inactive and ANO1 block inactive.
For COc1ccc(CCn2c(C)cc3c(c2=O)C(c2ccc4c(c2)OCO4)C(C#N)=C(N)O3)cc1OC (centres undefined) the results were TMEM16A act inactive, RGS4 pot inactive, MrgX1 allo act inactive, KCNK3 inh inactive, KCNQ1 inh inactive, KCNK9 inh inactive, RGS4 inh inactive, hERG rescue -9, MrgX1 ag inactive, KCNQ1 act inactive and ANO1 block inactive.
For CN1CCC2(CC1)Nc1nc(SCc3ccc(Cl)cc3)nn1C1=C2CN(C)CC1 the results were TMEM16A act inactive, MrgX1 allo act inactive, KCNK3 inh inactive, MrgX1 ag inactive and ANO1 block inactive.
`O=C(CCC(=O)N1CCN(c2ccccn2)CC1)Nc1nnc(C(F)(F)F)s1` gave TMEM16A act inactive, RGS4 pot inactive, MrgX1 allo act inactive, KCNK3 inh inactive, KCNQ1 inh inactive, KCNK9 inh inactive, RGS4 inh inactive, hERG rescue -10, MrgX1 ag inactive, KCNQ1 act inactive and ANO1 block inactive.
`CC(C)=NNc1nc2c(c(=O)n(C)c(=O)n2C)n1CCc1ccccc1` gave TMEM16A act inactive, RGS4 pot inactive, MrgX1 allo act inactive, KCNK3 inh inactive, KCNQ1 inh inactive, KCNK9 inh inactive, RGS4 inh inactive, hERG rescue -21, MrgX1 ag inactive, KCNQ1 act inactive and ANO1 block inactive.
